Source: PubChem (National Center for Advancing Translational Sciences (NCATS))
FEN1 inh: blocks human flap endonuclease 1. Potency, µM (top dose mostly 114 µM), inactives show at the highest dose activity change, negative = inhibition, hits mostly inhibitors. 0.35% of 390,000 active. P39748. AID 588795. Recombinant FEN1 flap cleavage, fluorescence, 15 min; also: nearly all actives have a fitted effect of over 65% in size
Target sequence (P39748 whole entry, looked up): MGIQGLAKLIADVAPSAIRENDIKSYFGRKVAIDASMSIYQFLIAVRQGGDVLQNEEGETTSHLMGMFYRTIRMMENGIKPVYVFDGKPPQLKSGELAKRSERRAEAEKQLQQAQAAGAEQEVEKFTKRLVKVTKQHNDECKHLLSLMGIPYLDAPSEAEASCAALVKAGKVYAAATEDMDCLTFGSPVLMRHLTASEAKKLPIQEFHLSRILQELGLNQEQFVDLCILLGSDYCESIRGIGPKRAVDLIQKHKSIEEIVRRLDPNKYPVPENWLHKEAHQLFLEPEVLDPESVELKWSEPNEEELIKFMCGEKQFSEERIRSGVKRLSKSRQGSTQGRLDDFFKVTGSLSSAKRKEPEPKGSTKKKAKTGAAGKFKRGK
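Reaction started by adding substrate (50 nM final) to 10 nM enzyme after 15 min room-temperature compound preincubation. Reads at 0 and 15 min, with data normalized and fitted to a four-parameter Hill equation.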
DT40 TDP1 CPT: DT40-hTDP1 cell growth loss with CPT | 12% of 420,000 active | Potency, µM (doses to about 46.2 µM), for inactives: at the highest dose activity change, negative = growth inhibition, hits mostly inhibitors | chicken DT40 Tdp1-/-;hTDP1 cells + 20 nM CPT, ATP luminescence, 48 h; also: nearly all actives have a fitted effect of over 55% in size
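Cell growth measured by CellTiter-Glo luminescence after a minimum 48 h, 37 C compound exposure with 20 nM CPT in Tdp1-knockout DT40 cells stably expressing hTDP1, seeded 400/well; qHTS titration format.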
GCN5L2 inh: inhibitors of human GCN5L2 histone acetyltransferase. Q92830. GCN5L2 HAT assay, ThioGlo1 CoA-SH fluorescence. Potency, µM (doses to about 58.9 µM), for the others: at the highest dose activity change, negative = inhibition, usual class: inhibitors. 0.21% of 390,000 active. AID 504327
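Fluorescence readout, Ex340nm/Em540nm: ThioGlo1 (50uM final) reacts with free CoA thiol released as 20nM GCN5L2 acetylates H3(1-25) peptide (75uM) using acetyl-CoA (70uM). Compound and enzyme sat 15 min beforehand; 20 min room-temperature reaction.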
Starred values were filed as active, the others as inactive; ? = inconclusive; . = no result given; & = joins results of further samples. Calls follow the shape of the dose curve; as a rule, active = well fitted curve in the direction sought with a large enough effect; inconclusive = small, poorly fitted or top-dose-only effect, or another doubt; inactive = no such curve, though single readings can be large; an effect the other way counts as inactive or inconclusive. % is scaled to controls: 0 for no effect and ±100 for the full control effect; potency is read from the fitted curve at half-maximal effect. An excerpt. The share of hits here may be higher or lower than overall.

Screens in order: FEN1 inh | DT40 TDP1 CPT | GCN5L2 inh
Cc1ccc(-c2nn(-c3ccccn3)c(=O)c3ccccc23)cc1C
 : 10% | -17% | -2%
O=C(N1CCCCCC1)N1CCN(S(=O)(=O)c2cccc([N+](=O)[O-])c2)CC1
 : -4% | ? | .
COC(=O)c1ccc(CN(c2ccc(OC)cc2)S(=O)(=O)c2ccccc2)cc1
 : 9% | ? | .
Nc1nc2c(nc(SCc3ccccc3Br)n2C2OC(CO)C(O)C2O)c(=O)[nH]1 (stereo not given)
 : -13% | 1% | -8%
CN(C(=O)c1cccc(NC(=O)Cc2ccc(NC(=O)C3CCCN(C(=O)C4CCCCC4)C3)cc2)c1)C1CC1 (stereo not given)
 : -3% | ? | .
CCOC(=O)C1[C@H]2C(=O)N(CCCOC)C[C@]23C=C[C@H]1O3 (stereo not given in full)
 : 0% | 0% | -2%
CCCCN(C(=O)c1ccccc1F)c1c(N)n(CCC)c(=O)[nH]c1=O
 : 2% | -2% | 0%
COc1cc(C(=O)O)cc(Br)c1OC1CCCC1
 : -5% | -1% | 3%
CC(=O)OC(C(=O)NC1CCCCC1)c1ccccc1Cl (stereo not given)
 : -9% | 6% | 3%
CN(Cc1cccnc1)C(=O)c1ccc(Cl)c(NS(=O)(=O)c2ccc(F)cc2)c1
 : 3% | -18% | 1%
COc1ccccc1CNc1ncncc1-c1ccc(C(=O)N(C)C)cc1
 : . | -5% | -21%
CCn1cc(C(=O)NCc2ccco2)c(=O)c2cc(S(=O)(=O)N3CCC(C)CC3)ccc21
 : 11% | ? | -10%
O=C(NC1CCCC1)C1CCN(C(=O)c2cccc(Cl)c2)CC1
 : -16% | 8% | -4%
CCOc1ccc(N2C(=O)C(CC(=O)Nc3ccc(F)cc3)N(Cc3ccccn3)C2=S)cc1 (stereo not given)
 : 6% | ? | -11%
Cc1ccc(NC(=O)Cn2ccsc2=N)cc1S(=O)(=O)N(C)C
 : -2% | -9% | -7%
CCOC(=O)C1(CCOC)CCN(CC(C)Cc2ccc3c(c2)OCO3)CC1 (stereo not given)
 : 24% | -16% | 4%
CSc1cc2c(cc1C(F)(F)F)N(C(=O)Nc1cccnc1)CC2
 : . | -4% | 17%&-9%
COc1ccc(Cn2nnc(C(=O)Nc3cc(OC)ccc3OC)c2N)cc1
 : 13% | 18µM* | 2%
O=C(CN1C2CCC1CC(NC(=O)C1CC1)C2)NCc1ccccc1 (stereo not given)
 : -1% | -16% | -7%
C=C1CCN(c2ccc(C(=O)NCc3ccc(OC)cc3)cc2[N+](=O)[O-])CC1
 : 10% | 21µM* | .
COc1ccc(/C=N/NC(=O)c2cccnc2)cc1CN1CCc2cc(OC)c(OC)cc2C1C (stereo not given)
 : 3% | -2% | -6%
COc1ccccc1C(=O)Oc1ccc2ccc(=O)oc2c1
 : -10% | -4% | -6%
CCOC(=O)C1CCN(C(=O)Cc2ccc(C)cc2)CC1
 : 10% | -7% | -9%
CC(C)OC(=O)c1cc2c(=O)[nH]c(C(Cl)(Cl)Cl)nc2o1
 : 12% | ? | -7%
O=C(Cn1ncc2c3ccccc3n(Cc3ccccc3)c2c1=O)NCc1ccccn1
 : -2%&16% | -12%&-6% | -3%&0%
Cc1cccc(NC(=O)c2cc(Cl)nc3ccccc23)n1
 : 9% | -12% | -5%
Cc1ccc(NC(=O)COc2cccc(-n3cnnn3)c2)cc1S(=O)(=O)N1CCOCC1
 : -18% | ? | 0%
CCCN(CC(=O)Nc1ccccc1C)C(=O)CSc1ccccc1C
 : -5% | -3% | 1%
COC(=O)c1c(CSc2ccc(C)c(C)c2)noc1C(=O)NCc1ccc(OC)cc1
 : -4% | ? | -8%
O=C(NC(Cc1c[nH]c2ccccc12)C(=O)N/N=C/c1ccc(Cl)cc1)c1cccs1 (stereo not given)
 : 4% | 12µM* | -22%

Random excerpt: five entries already listed, in no set order.
Screens in order: FEN1 inh | DT40 TDP1 CPT | GCN5L2 inh
COC(=O)c1c(CSc2ccc(C)c(C)c2)noc1C(=O)NCc1ccc(OC)cc1
 : -4% | ? | -8%
COC(=O)c1ccc(CN(c2ccc(OC)cc2)S(=O)(=O)c2ccccc2)cc1
 : 9% | ? | .
COc1cc(C(=O)O)cc(Br)c1OC1CCCC1
 : -5% | -1% | 3%
CCCN(CC(=O)Nc1ccccc1C)C(=O)CSc1ccccc1C
 : -5% | -3% | 1%
O=C(NC1CCCC1)C1CCN(C(=O)c2cccc(Cl)c2)CC1
 : -16% | 8% | -4%

(next part)
Screens in order: FEN1 inh | DT40 TDP1 CPT | GCN5L2 inh
C[C@H](NC(=O)c1nc[nH]c1C(=O)NCCCCCN)C(=O)OC(C)(C)C
 : -10% | -10% | -4%
O=C(c1cccnc1)N1CCN(c2ccc(Cl)cc2)CC1
 : 11% | ? | -5%
C/C(=N\Nc1nc(N2CCOCC2)nc(N2CCOCC2)n1)c1cccc([N+](=O)[O-])c1
 : 2% | 4% | -15%
CN(CC(=O)NCC1CCCO1)S(=O)(=O)c1ccc(Br)cc1 (stereo not given)
 : -1% | -1% | 2%
COc1ccnc(N=CNOCc2ccc(F)cc2Cl)c1C#N
 : 2% | 3% | -1%
CC1(C)CC(=O)C2=C(C1)N(CC1CCCO1)C(=O)C2(NC(=O)c1cccnc1)C(F)(F)F (stereo not given)
 : -8% | -7% | 4%
CCOC(=O)C(NC(C)=O)(OCc1ccc(F)cc1)C(F)(F)F (stereo not given)
 : 9% | 12% | -1%
O=C(COc1ccc2c3c(c(=O)oc2c1)CCC3)NCCCN1CCOCC1
 : 1% | 0% | -28%
C=CCn1c(=O)c2c3c(sc2n2c(Nc4ccccc4)nnc12)CCCC3
 : -21% | 8.9µM* | -5%
COCCNCc1ccccc1[N+](=O)[O-]
 : -10% | -2% | -4%
COc1ccccc1/C=C/c1nc(S(=O)(=O)c2ccccc2)c(N2CCC(C(N)=O)CC2)o1
 : -3% | ? | -11%
CC(=O)c1c(C)oc2c(Br)cc(NS(=O)(=O)c3ccc(Br)cc3)cc12
 : 13% | . | 3%
O=C(COC(=O)CCc1c[nH]c2ccccc12)NCc1ccc(Cl)cc1
 : 4% | 12% | -1%
Cc1cc(NC(=O)Cn2cnc3sc(C)c(C)c3c2=O)no1
 : 9% | -3% | -7%
COc1ccc(C(=O)Nc2ccc(N3CCCC3)cc2)cc1
 : -13% | -13% | -20%
CC1=CC(=O)c2ccccc2C1=O
 : 1%&1% | 8.2µM* | 3%
O=C(c1ccc(S(=O)(=O)N2CCOCC2)cc1)N1CCN=C1SCc1cccnc1
 : 2% | -7% | 5%
CCc1nc2oc3cc(OC)ccc3c(=O)c2c(=O)n1Cc1ccccc1
 : -10% | ? | -5%
C=CCn1c(N)c(C(=O)N2CCN(C)CC2)sc1=S
 : -3% | 2% | -11%
N#Cc1ccccc1OCC(=O)NCC(c1cccs1)N1CCOCC1 (stereo not given)
 : -8% | -3% | -1%
CCc1cccc(NS(=O)(=O)c2ccc3c(c2)N(CC(=O)OC)C(=O)CS3)c1
 : -3% | 18µM* | -1%
Cc1noc(C)c1C(=O)N1CCC2(CCN(Cc3ccncc3)CC2)CC1
 : . | -12% | -11%
COc1ccccc1Nc1c2c(nc3ccc(NC(=O)c4cccc(F)c4)cc13)CCCC2
 : -13% | 5.8µM* | -17%
Cc1nc(C)c(C(=O)Nc2ccc(C)c(F)c2)o1
 : -2% | -11% | 1%
C=CCNC(=S)Nc1ccc(OC)c(S(=O)(=O)N2CCOCC2)c1
 : -13% | 2% | -4%
O=C(NCc1ccccc1CN1CCCCC1)c1ccc(Cl)cc1N1CCCC1=O
 : -2% | 1% | -5%
Oc1ccc(C=NC2CCCCC2)c(O)c1
 : 8% | 14% | -1%
COc1ccc(N(CN2C(=O)C3C4C=CC(C4)C3C2=O)C(=O)c2ccco2)cc1 (stereo not given)
 : 5% | -10% | -3%
CC(C)(C)C1CCC(=NNC(=O)CN(c2ccccc2)S(=O)(=O)c2ccccc2[N+](=O)[O-])CC1 (stereo not given)
 : -15% | 3% | -3%
O=C(COC(=O)c1cccc(S(=O)(=O)N2CCc3ccccc3C2)c1)NCc1ccco1
 : -7% | -8% | ?
O=c1/c(=C\c2ccc(O)cc2)sc2n1C(c1ccccc1)C(c1ccccc1)=NN=2 (stereo not given)
 : 8% | ? | -19%
O=C(NCc1ccccc1)c1nc2c(nnn2Cc2cccc(Cl)c2)c(=O)[nH]1
 : 7% | -15% | -4%
O=C(Cn1c(=O)c(=O)n(Cc2ccccc2)c2ccc(Cl)cc21)NCC1CCCO1 (stereo not given)
 : 1% | -13% | 2%
CC1CCN(C(=O)c2ccc3c(c2NCCO)C(=O)c2ccccc2C3=O)CC1
 : -19% | 23µM* | -6%
CC(=O)Nc1ccc(S(=O)(=O)N2CCC(NC(C)=O)(c3cccc(F)c3)CC2)cc1
 : 9% | -9% | -1%
Cc1ccc2oc(C(=O)Nc3ccc(S(=O)(=O)N4CCCC(C)C4)cc3)cc(=O)c2c1 (stereo not given)
 : 3% | 16µM* | -8%
Cc1nc(-c2ccc(S(=O)(=O)NCc3cccnc3)s2)cs1
 : -4% | 12µM* | 3%
C=C(C)COc1ccc(-c2[nH]ncc2-c2ccccc2OC)c(O)c1
 : -18% | 26µM* | -19%
Nc1cccnc1Oc1ccc(F)cc1
 : -11% | -1% | -8%
CCCc1c(C(=O)N/N=C/c2cccnc2)nnn1-c1nonc1N
 : -18% | 5% | -1%
Cc1cccc(CNC(=O)c2cc3cc(S(=O)(=O)N4CCCCC4)ccc3n2C)c1
 : -12% | ? | -16%
O=C(O)/C=C\C(=O)NCc1ccccc1
 : 2% | -1% | -3%
COC(=O)c1[nH]c2cccc(OC)c2c1NC(=O)CN1CC2(C)CC1CC(C)(C)C2 (stereo not given)
 : 2% | 1% | -10%
CCOc1ccccc1NC(=O)CN(c1cc(C)cc(C)c1)S(=O)(=O)c1c(C)noc1C
 : -3% | -3% | 1%
Cc1ccccc1-c1nc(CS(=O)(=O)CC(=O)Nc2cc(Cl)cc(Cl)c2)c(C)o1
 : -15% | ? | -8%
COc1cccc(-n2c(SCc3ccc(F)cc3)nc3c([nH]c4ccccc43)c2=O)c1
 : -19% | ? | -5%
O=C1NC2=C(CCc3ccccc32)C(c2ccc(Br)cc2)N1 (stereo not given)
 : -8% | -28% | -7%
CCCC(=O)N1c2ccc(-c3csc(N)n3)cc2CC1C (stereo not given)
 : -6% | -8% | -5%
COc1ccccc1Nc1cc(C(=O)NCc2cccnc2)c2ccccc2n1
 : -14% | 1% | -2%
O=C(NCCCN1CCOCC1)c1ccccc1NS(=O)(=O)c1cc([N+](=O)[O-])ccc1Cl
 : 12% | -6% | -9%
O=C(Nc1c2c(nn1-c1ccc(Cl)cc1)CS(=O)(=O)C2)c1ccc2c(c1)OCO2
 : -6% | -8% | -27%
O=C1N=C(N2CCOCC2)S/C1=C\c1ccccc1OS(=O)(=O)c1ccccc1
 : 0% | 12µM* | -6%
NC(=O)C1CCN(c2nnnn2-c2ccccc2)CC1
 : -2% | -1% | 0%
CCN(C(=O)CSc1nc2nc(C)cc(C)n2n1)C1CCS(=O)(=O)C1 (stereo not given)
 : 4% | 2% | -1%
CCCN(CCC)S(=O)(=O)c1cc(Br)cc2c1N(C(=O)CC)CC2
 : 8% | 9.2µM* | -4%
Cc1cc(C)c2nc(NC(=O)[C@@H](NC(=O)c3cccc(S(=O)(=O)N4CCOCC4)c3)C(C)C)sc2c1
 : -1% | 16µM* | -1%
CC1=CCC2C(=O)N(c3cccc(C(=O)NC(C)c4ccccc4)c3)C(=O)C2C1 (stereo not given)
 : -4% | 8% | 2%
COc1ccc(/C=N/NC(=O)c2ccc(Br)cc2)cc1Cn1cc(Cl)cn1
 : -3% | ? | 2%
O=C(NNC1=NS(=O)(=O)c2ccccc21)c1cccc([N+](=O)[O-])c1
 : 21% | 5% | -6%
CCN(CC)C(=O)Cn1cc(C(=O)C(=O)N2CCN(C)CC2)c2ccccc21
 : 1% | 4% | -4%

Next compounds follow.
Screens in order: FEN1 inh | DT40 TDP1 CPT | GCN5L2 inh
COc1ccc(N2CCN(C(=O)CSc3nnc(NC(=O)C4CCC4)s3)CC2)cc1
 : -1% | -21% | 1%
C[n+]1ccc(/C=C/c2ccccc2O)c2ccccc21
 : ? | ? | -15%
O=C(c1cc(-c2cccc(Br)c2)nc2ccccc12)N1CCCC1
 : -16% | ? | ?
Cc1ccc(C)c(NC(=O)CN(C)C(C)C(=O)N2CC(C)CC(C)C2)c1 (stereo not given)
 : 1% | -10% | 0%
C[C@H]1CN([C@@H](C)CO)C(=O)Cc2cc(NC(=O)CCC(F)(F)F)ccc2O[C@H]1CN(C)CC1CC1
 : 2% | 11% | 0%
Cc1c(C)c2ccc(OCC(=O)NC(Cc3ccc(Cl)cc3)C(=O)O)cc2oc1=O (stereo not given)
 : -11% | -7% | -13%
